Source: PubChem (Broad Institute)
BL2 CD40 inh: CD40 pathway inhibition in BL2 cells | BL2 NF-kB luciferase reporter, CD40L-induced, 4 h | inhibition, % at 10 µM | actives 0.94% (n = 83,000);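 active means mean inhibition of at least 50% with a set share of replicates also reaching that level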;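 further: 0% = neutral control wells and 100% = IKK inhibitor VII at 50 µM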
Active calls of the source: *; & = joins results of further samples; [ ] = another dose, or the depositor's remark. Only part of the results is shown. The share of hits here may be higher or lower than overall.

BL2 CD40 inh,smiles
-2,N#CC1(NC(=O)COC(=O)c2cc([N+](=O)[O-])ccc2N2CCOCC2)CCCCC1
1,O=C(NCCCn1ccnc1)c1ccc(Br)s1
-76,COC(=O)c1ccc(OCCn2cnc3ccccc3c2=O)cc1
-3,CCOC(=O)n1c(=O)n(C)c2ccc(Cl)cc21
4[25 µM],C[C@H](CO)N1C[C@H](C)[C@H](CN(C)Cc2ccc3c(c2)OCCN3C)OCc2ccccc2-c2ccccc2C1=O
33[25 µM],Cc1noc(C)c1S(=O)(=O)Nc1ccc2c(c1)CC(=O)N([C@H](C)CO)C[C@H](C)[C@@H](CN(C)Cc1ccc(Oc3ccccc3)cc1)O2
0,O=C(CSc1nccc(=O)[nH]1)NC1CCCCCC1
1,O=C(CCl)NCc1c(Cl)cccc1-n1cccc1
8,COc1ccc(NC(=O)CSc2nc3[nH]ncc3c(=O)[nH]2)cc1OC
3,CCCCOc1ccc(Cl)cc1CSc1n[nH]c(C)n1
-4,CCN1CCCC1CNCC(=O)Nc1ccc(OC(F)(F)F)cc1 (configuration not stated)
10[25 µM],COc1ccc(S(=O)(=O)Nc2ccc3c(c2)C(=O)N([C@H](C)CO)C[C@H](C)[C@H](CN(C)S(=O)(=O)c2ccc(Cl)cc2)OCCCC[C@H](C)O3)cc1
-3[25 µM],Cc1ccc(S(=O)(=O)Nc2cccc3c2O[C@@H](CN(C)C(=O)Nc2ccc(C(F)(F)F)cc2)[C@H](C)CN([C@H](C)CO)C3=O)cc1
-5,c1ccc(Cn2ncc3c(N4CCCCC4)ncnc32)cc1
3,O=C(CN1C(=O)NC2(CCCC2)C1=O)NNC(=O)c1ccc(Br)cc1
3,CS(=O)(=O)c1ccc2nc(NC(=O)CN3C(=O)C4CC=CCC4C3=O)sc2c1 (configuration not stated)
4,CCN(C(=O)CN1C=NS(=O)(=O)c2ccccc21)c1ccccc1
-82,CC(NC(=O)c1cc(COc2ccccc2)on1)c1nccs1 (configuration not stated)
-17[25 µM],N#C[C@@H]1[C@@H](c2ccccc2-c2ccc(F)cc2)[C@H](CO)N1C(=O)Cc1ccccc1
39&-1[25 µM],CN1C(=O)c2cc(NC(=O)c3cccc(F)c3)ccc2OC[C@H]2O[C@H](CC(=O)NCC3CCCCC3)CC[C@@H]21
-3[25 µM],CN1C[C@H]2[C@@H](c3ccccc31)[C@H](CO)N2S(=O)(=O)c1ccccc1
11[25 µM],O=C(C[C@H]1CC[C@@H]2[C@H](COC[C@H](O)CN2C(=O)c2ccncc2)O1)NCc1cc(F)cc(F)c1
-4[25 µM],O=C1N[C@@H](c2ccccc2)COCn2nncc2CC[C@@H]1Cc1ccccc1
14,CCC(=O)OCCNc1nc(-c2ccccc2)nc2ccccc12
8,O=C(c1cccnc1)N1c2ccccc2Sc2ccccc21
8,Cc1ccsc1/C=N/NC(=O)c1ccncc1
4,CC(C)Cc1ccc(CN2CCCC(NC(=O)CCN3CCOCC3)C2)cc1 (configuration not stated)
1[25 µM],COC(=O)C[C@@H]1CC[C@H]2[C@@H](COC[C@@H](O)CN2S(=O)(=O)c2cn(C)cn2)O1
-53,Cc1ccsc1C(=O)NCCc1nnc2ccccn12
7,CCCCCNC(=O)c1ccc2c(=O)n(CCOC)c(=O)[nH]c2c1
6,CC(=O)c1cccc(NC(=O)NC2CC(=O)N(c3ccc4c(c3)OCCO4)C2)c1 (configuration not stated)
-68,Cc1nn2c3cc(N4CCOCC4)ccc3nc2c2ccccc12
-14[25 µM],N#C[C@H]1[C@@H](c2ccc(/C=C/c3ccccc3)cc2)[C@@H](CO)N1C(=O)Cc1ccccn1
9,COc1c2c(nc3occc13)C(CCC(C)(C)O)(OC)C(O)CC2 (configuration not stated)
3,COc1cc(-n2c(C)nc3cc(C(=O)O)ccc32)cc(OC)c1OC
1,N#C/C(=N\O)c1nc2ccccc2s1
-25,CC(=O)c1ccc(NC(=O)C(C)OC(=O)/C=C/c2ccco2)cc1 (configuration not stated)
2,O=C(c1cc(=O)[nH]c2ccccc12)N1CC=C(c2ccccc2)CC1
8,Cc1cc(C)n(-c2nc3ccccc3nc2N2CCCCCC2)n1
-4,Nc1nonc1C(=O)NCCNc1ncccc1[N+](=O)[O-]
4,O=C(c1cccc(F)c1)N1CC[C@@H]2[C@H](CO)Nc3ccc(C#Cc4ccccc4)cc3[C@@H]21
4,Cc1ccc(-c2noc(CCC(=O)NCc3ccc4c(c3)OCO4)n2)cc1
-1,CCN1CCCC1CNC(=S)Nc1ccc(C(C)=O)cc1 (configuration not stated)
10,O=C(CN1CCCCC1)Nc1cccc2c1OCO2
-4[25 µM],C[C@H](O)C#Cc1ccc([C@@H]2[C@@H](CO)N3CCCCN(S(=O)(=O)Cc4ccccc4)C[C@@H]23)cc1

Retrieved one by one from the entries so far:
BL2 CD40 inh,smiles
14,CCC(=O)OCCNc1nc(-c2ccccc2)nc2ccccc12
-4[25 µM],O=C1N[C@@H](c2ccccc2)COCn2nncc2CC[C@@H]1Cc1ccccc1
39&-1[25 µM],CN1C(=O)c2cc(NC(=O)c3cccc(F)c3)ccc2OC[C@H]2O[C@H](CC(=O)NCC3CCCCC3)CC[C@@H]21

Some of the entries so far, with each value named:
Cc1noc(C)c1S(=O)(=O)Nc1ccc2c(c1)CC(=O)N([C@H](C)CO)C[C@H](C)[C@@H](CN(C)Cc1ccc(Oc3ccccc3)cc1)O2
  BL2 CD40 inh: 33[25 µM]

O=C(CSc1nccc(=O)[nH]1)NC1CCCCCC1
  BL2 CD40 inh: 0

(cont.)
BL2 CD40 inh,smiles
7,Cc1ccc(NS(=O)(=O)c2cccs2)nc1
6,O=C(COC(=O)/C=C/c1cccc(F)c1)Nc1ccc2[nH]c(=O)[nH]c2c1
-19,Cc1cc(C(=O)NC2CCCc3c2cnn3-c2cc(F)cc(F)c2)nn1C (configuration not stated)
8,Cn1c(N)c(C(=O)COC(=O)c2ccccc2NCc2ccco2)c(=O)n(C)c1=O
4,CCOc1cc2[nH]c(=O)n(CCCN3CCCC3=O)c(=O)c2cc1OCC
6,O=C(CN1CCN(Cc2ccc(F)cc2)C1=O)NC1CCCC1
7,O=C(O)CCNc1cc2ccccc2cc1C(=O)O
5,Cc1cc(C)n2nc(SCC(=O)N3CCCC(C)C3)nc2n1 (configuration not stated)
0,Cc1onc(-c2ccccc2Cl)c1C(=O)Oc1cccc2cccnc12
1,CC(=O)c1ccc(NC(=O)Cn2cnc(S(=O)(=O)N3CCc4ccccc43)c2)cc1
-1[25 µM],CCCNC(=O)N1C[C@@H]2[C@H](c3ccccc31)[C@H](CO)N2Cc1cccc(OC)c1
13,O=C(Nc1cccc(S(=O)(=O)N2CCOCC2)c1)C(c1ccccc1)N1CCCCC1 (configuration not stated)
16,O=C(C[n+]1cnn(CC(=O)c2ccc(Cl)cc2Cl)c1)c1ccc([N+](=O)[O-])cc1
5[25 µM],C[C@@H]1CN([C@@H](C)CO)C(=O)c2cccc(NC(=O)c3nc4ccccc4s3)c2O[C@H]1CN(C)C(=O)Nc1ccc2c(c1)OCO2
-10,Cc1cc(C(=O)Nc2nc(-c3ccccn3)cs2)ccc1[N+](=O)[O-]

The last 5 compounds of the section above come first, to join the parts.
BL2 CD40 inh,smiles
-1[25 µM],CCCNC(=O)N1C[C@@H]2[C@H](c3ccccc31)[C@H](CO)N2Cc1cccc(OC)c1
13,O=C(Nc1cccc(S(=O)(=O)N2CCOCC2)c1)C(c1ccccc1)N1CCCCC1 (configuration not stated)
16,O=C(C[n+]1cnn(CC(=O)c2ccc(Cl)cc2Cl)c1)c1ccc([N+](=O)[O-])cc1
5[25 µM],C[C@@H]1CN([C@@H](C)CO)C(=O)c2cccc(NC(=O)c3nc4ccccc4s3)c2O[C@H]1CN(C)C(=O)Nc1ccc2c(c1)OCO2
-10,Cc1cc(C(=O)Nc2nc(-c3ccccn3)cs2)ccc1[N+](=O)[O-]
2,CC(=O)OCC(=O)C1(O)CCC2C3CCC4=CC(=O)C=CC4(C)C3C(=O)CC21C (configuration not stated)
1,O=C1CN2C(=N1)N(Cc1ccccc1)c1ccccc12
2[25 µM],O=C1[C@H](Cc2ccc(C(F)(F)F)cc2)CCn2nncc2COC[C@@H]2CCCCN12
6,COCCN=C1NN=C(c2cc(C)n(CC3CCCO3)c2C)CS1 (configuration not stated)
9,COc1ccc(S(=O)(=O)N(C)C[C@H]2OCCCC[C@H](C)Oc3ccc(NS(=O)(=O)c4ccc(Cl)cc4)cc3C(=O)N([C@H](C)CO)C[C@@H]2C)cc1
1,COc1cc(/C=N\NC(=O)c2ccc(C)nc2)ccc1OC(=O)c1ccco1
-19,CC(=O)N1CCc2cc(C(=O)CN3CCN(c4ccccc4F)CC3)ccc21
16,Cc1cccc(N2C(=O)CC(n3ccnc3)C2=O)c1C (configuration not stated)
6,Nc1ncnc2nc(-c3ccccc3)[nH]c12
10[25 µM],N#C[C@H]1[C@@H](c2ccccc2C2=CCCCC2)[C@@H](CO)N1S(=O)(=O)c1ccccc1
11,CCN1CCN(CCCNC(=O)C2CCCN(c3nnc(-n4cccc4)s3)C2)CC1 (configuration not stated)
-5,CN(CCNC(=O)Cn1c(=O)sc2ccccc21)Cc1ccccc1
-9[25 µM],COc1ccccc1NC(=O)N1[C@H](CO)[C@@H](c2ccccc2)[C@@H]1C#N
1,CCOc1ccc(N(C)S(=O)(=O)c2ccc(C)c(C(=O)NCCc3ccc(OC)cc3)c2)cc1
-26,O=C(N/N=C\c1cccc(Cl)c1)c1ccc(Cn2cccn2)o1
4,O=c1c2ccccc2nc2c3ccccc3c(NCc3cccnc3)nn12
-2,CCN(c1ccccc1)S(=O)(=O)c1cc2c(cc1C)NC(=O)CO2
0,Cc1noc(NS(=O)(=O)c2ccc(NC(=O)C34CCC(CC3)C4)cc2)c1C
8,O=c1[nH]c2nc(Br)[nH]c(=O)c2[nH]1
3,CC(C)OCCCNC(=O)C(NC(=O)c1ccc(Cl)cc1)C(C)C (configuration not stated)
22,CC(OC(=O)Cn1[nH]c(=O)c2ccccc2c1=O)C(=O)Nc1ccc(Cl)cn1 (configuration not stated)
10[25 µM],CN1c2ccc(Br)cc2[C@@H]2[C@@H](CCN2C(=O)C2CCC2)[C@@H]1CO
-6[25 µM],CCCCCCCC/C=C/CCCCCCCC(=O)NCCO
29[25 µM],O=C([C@@H]1N[C@@H]2c3ccc(C4=CCCCC4)c(=O)n3C[C@@H]2[C@H]1CO)N1CCC(Cc2ccccc2)CC1
12,COc1ccc(Nc2ncccc2C(=O)NCc2ccccc2)cc1
9,O=S1(=O)CC(O)C(N2CCCCC2)C1 (configuration not stated)
2,NNC(=O)C1=NOC2COC3(CCN(c4ncccn4)CC3)OCC12 (configuration not stated)
6,Cc1cc(C(=O)COC(=O)CC(NC(N)=O)c2ccc(Cl)cc2)c(C)n1C (configuration not stated)
4,O=C1CSc2cc(Cl)ccc2N1
-58,COCCCN1CN=C(Nc2nc3ccccc3o2)NC1

As entered above.
CN1c2ccc(Br)cc2[C@@H]2[C@@H](CCN2C(=O)C2CCC2)[C@@H]1CO in BL2 CD40 inh: 10[25 µM]
Cc1noc(NS(=O)(=O)c2ccc(NC(=O)C34CCC(CC3)C4)cc2)c1C in BL2 CD40 inh: 0
O=c1[nH]c2nc(Br)[nH]c(=O)c2[nH]1 in BL2 CD40 inh: 8

Other compounds follow.
BL2 CD40 inh,smiles
9,CCOc1ccc(CCNc2ccc3nnc(-c4ccccc4)n3n2)cc1OCC
-4,CCN(CC(=O)NC1CCS(=O)(=O)C1)c1nc(-c2cccnc2)nc2ccccc12 (configuration not stated)
-3,NC(=O)Cc1ccc(Nc2nnc(-c3ccccc3)c3ccccc23)cc1
5,O=C(c1csc2ccccc12)n1cccn1
20,N#Cc1c(N)nc2c(c1-c1ccc3c(c1)OCO3)CCCCCC2
-1,CC(C)(Oc1ccc(Cl)cc1)C(=O)NCC(c1ccco1)N1CCCCC1 (configuration not stated)
-2,O=C(Cn1c(=O)sc2ccccc21)Nc1ccc2c(c1)OCCO2
20,COC(=O)CNC(=O)COC(=O)c1cc(SC)ccc1Cl
14,Cc1nc2ccccc2nc(C)c1=NOCC(=O)N(c1ccccc1)C(C)C
6[25 µM],COc1ccc2c3c(n(C)c2c1)[C@H](CO)N(Cc1ccccc1F)CC31CCN(C(=O)C2CCOCC2)CC1
-17,COCCNC(=O)c1cc2c(c(-c3cccc(C4=CCCC4)c3)n1)[C@@H](CCO)N([S@](=O)C(C)(C)C)C2
-3,COc1ccc(NC(=O)CN(C)C(=O)c2oc3ccccc3c2C)cc1
-7,COCC(=O)N1[C@@H](C#N)[C@@H](c2ccc(C3=CCCCC3)cc2)[C@@H]1CO
3,CN(C(=O)CSc1cccc[n+]1[O-])c1ccccc1
47,O=C1C(=Cc2cccc(O)c2O)SC(=S)N1CCCN1CCOCC1
6,CCn1c(CNC(=O)C23CC4CC(CC(C4)C2)C3)nnc1SC
3,Nc1ccc(NC(=O)c2ccccc2)c2c1C(=O)c1ccccc1C2=O
-4,COc1ccc(NC(=O)c2cn(CCC#N)nc2-c2cc3ccccc3o2)cc1
-31,O=C(NNC(=O)c1cccc2ccccc12)c1ccc(Br)cc1
5,c1ccc(Cc2noc(CN3CCN(C4CCc5ccccc5C4)CC3)n2)cc1 (configuration not stated)
0,O=C(CCl)N1CCN(C(=O)C2COc3ccccc3O2)CC1 (configuration not stated)
-2,C#CC(CC)(CC)NC(=O)NC1CCCCC1
-132,OCc1cn(-c2ccccc2)nc1-c1ccc2c(c1)OCCO2
37*,O=C(NCCNc1ccnc2cc(Cl)ccc12)c1ccccc1F
-6,CNC[C@@H]1Oc2ccccc2C(=O)N(C)C[C@H]1C
-14,N#Cc1ccccc1S(=O)(=O)N1CCN(CC(=O)Nc2ccnn2C2CCCC2)CC1
6,COc1ccc(C(=O)N2CCCC(CCC(=O)N3CCN(c4ccccn4)CC3)C2)cc1 (configuration not stated)
8,O=C(CN1C(=O)COc2ccc(S(=O)(=O)N3CCCC3)cc21)NC1CC1
3,C(=N\n1cnnc1)/c1cccc2ccccc12
-9,c1ccc2sc(NC3=NCN(Cc4ccc5c(c4)OCO5)CN3)nc2c1
6,COc1cccc(C(=O)NCC(=O)OCC(=O)C(C)(C)C)c1
20[25 µM],COc1cccc(CNC(=O)C[C@H]2CC[C@H]3[C@H](COc4ccc(NS(=O)(=O)c5ccccc5F)cc4C(=O)N3C)O2)c1
